KCNQ2 block = KCNQ2 channel blockers in CHO-K1 cells – cell-based, FluxOR thallium flux, B-score, primary screen (AID 2156). O88943. 20 min; stronger effect = lower value. 1.1% of 310,000 active. B-score at 10 µM;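 active = fluorescence ratio B-score at most minus 3 library SDs, with starting brightness B-score within 2 library SDs, cut at about -5.5 in these data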
Target sequence (O88943 whole entry, looked up): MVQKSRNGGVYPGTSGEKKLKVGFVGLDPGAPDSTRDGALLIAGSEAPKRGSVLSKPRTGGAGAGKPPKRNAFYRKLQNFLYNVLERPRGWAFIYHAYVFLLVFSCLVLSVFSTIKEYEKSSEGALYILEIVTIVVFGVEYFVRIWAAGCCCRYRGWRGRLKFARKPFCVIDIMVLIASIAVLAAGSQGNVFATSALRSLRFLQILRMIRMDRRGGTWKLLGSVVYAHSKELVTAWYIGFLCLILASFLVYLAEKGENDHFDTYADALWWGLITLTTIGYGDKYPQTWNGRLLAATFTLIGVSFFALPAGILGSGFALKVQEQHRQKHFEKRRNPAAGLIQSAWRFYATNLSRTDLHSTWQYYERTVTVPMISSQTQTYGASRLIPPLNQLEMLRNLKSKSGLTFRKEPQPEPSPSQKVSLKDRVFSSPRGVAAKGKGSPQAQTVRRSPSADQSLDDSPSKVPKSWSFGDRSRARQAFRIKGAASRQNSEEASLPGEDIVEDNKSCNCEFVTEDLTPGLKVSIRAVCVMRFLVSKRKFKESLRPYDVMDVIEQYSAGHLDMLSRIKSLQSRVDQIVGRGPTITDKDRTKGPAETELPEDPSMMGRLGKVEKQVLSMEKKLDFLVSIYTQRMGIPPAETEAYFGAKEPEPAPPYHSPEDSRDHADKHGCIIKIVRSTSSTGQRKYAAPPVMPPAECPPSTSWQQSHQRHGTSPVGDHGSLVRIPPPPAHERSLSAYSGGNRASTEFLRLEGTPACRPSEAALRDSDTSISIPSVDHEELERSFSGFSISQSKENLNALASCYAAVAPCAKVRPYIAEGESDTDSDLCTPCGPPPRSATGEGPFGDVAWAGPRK
Kir21 inh = blocks the mouse Kir2.1 inward-rectifier potassium channel; P35561; HEK293-Kir2.1, FluxOR thallium flux fluorescence; stronger effect = lower value; B-score at 10 µM; 0.85% of 310,000 active; AID 1672;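 active = fluorescence ratio B-score at or below minus 3 SD of library scores, with starting-brightness B-score within 2 SD, cut at about -4.2 in these data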;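 also: channel flux triggered by added potassium and thallium sulfate stimulus; B-score of peak minus minimum fluorescence over baseline after thallium stimulus; more negative B-score means stronger Kir2.1 block with less thallium influx; some compounds called inactive have numbers as strong as hits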
The depositor's hits bear a star; i = inactive. Outcome played no part in choosing rows. About 1.8% of those tested had a hit in this group.

SMILES	KCNQ2 block	Kir21 inh
O=C(COC(=O)COc1cccc2ccccc12)NCC(F)(F)F	i	-0.01
COc1ccc(N2CCN(C(=O)C(=O)c3c(C)[nH]c4ccccc34)CC2)cc1	i	1.5
COc1cc([N+](=O)[O-])ccc1NC(=S)Nn1cnnc1	i	0.16
CC(C)OCCCNC(=O)C1CC(=O)N(C2CCCCCCC2)C1 (stereo unspecified)	i	0.48
Cc1ccccc1C(=O)N1CCc2ccccc2C1	i	-0.47
C#CCNC(=O)C1CCN(c2ccc(S(=O)(=O)N3CCOCC3)cc2Cl)CC1	i	0.29
Nc1nc(NCCOCCO)nc(Nc2cccc(F)c2)c1[N+](=O)[O-]	i	0.57
Cc1nc(S(=O)(=O)c2ccc(Br)cc2)nc2c1CCC2	i	2.1
Nc1nc(SCC(=O)NCC2CCCO2)[nH]c(=O)c1NC(=O)c1ccc(F)c(F)c1 (stereo unspecified)	i	-1.5
COc1ccc(/C=N/NC(=O)c2cccc([N+](=O)[O-])c2)cc1OS(=O)(=O)c1ccccc1	i	0.06
S=C(Nc1cc(Cl)ccc1Cl)Nn1cnnc1	i	-1.1
COc1ccc(C2NC(c3ccc(OC)cc3OC)C(C)C(=O)C2C)c(OC)c1 (stereo unspecified)	i	1.9
COc1cccc(NC(=O)COC(=O)C2CCN(S(=O)(=O)c3cccs3)CC2)c1	i	0.3
c1ccc(CNc2cnccn2)cc1	i	0.38
Cc1c(Cl)cccc1NC(=O)CSc1ncnc2c1cnn2CCc1ccccc1	i	-0.44
CN1CCN(c2nnc(-c3ccc(F)cc3)c3ccccc23)CC1	i	0.03
CN(C)CCNC(=O)CCCNC(=O)Cn1cnc2sc3c(c2c1=O)CCCC3	i	0.01
CC(NC(=O)CCN1C(=O)c2ccccc2S1(=O)=O)c1ccccc1 (stereo unspecified)	i	0.7
Cc1cc(C)nc(N2CCN(C(=O)CCC(=O)Nc3nnc(C(C)C)s3)CC2)n1	i	0.84
CCOC(=O)C1CCN(S(=O)(=O)c2ccc3c4c(cccc24)C(=O)N3)CC1	i	1.3
COc1ccccc1OCC(=O)N1CCN(C(=O)c2ccco2)CC1	i	0.21
CCOc1ccccc1NC(=O)CN1C(=O)CSC(C)C1=O (stereo unspecified)	i	-0.2
CCC(C)NC(=S)N(CCc1ccccc1)Cc1cc2cc(OC)c(OC)cc2[nH]c1=O (stereo unspecified)	i	-0.12
COc1ccc(/C=C/C(=O)Nc2nc(N)n(-c3ccccc3)n2)cc1	i	-1.6
CCOC(=O)c1c(CNCCN(CC)CC)n(C)c2cc(Br)c(OC)cc12	i	-0.32
CCOC(=O)N1CCN(C(=O)CSc2nnc(COc3ccccc3)o2)CC1	i	0.15
COc1ccc(-n2nc3c(c2NC(=O)Cc2cccc(C)c2)CS(=O)C3)cc1 (stereo unspecified)	i	-1.5
Cc1ccc(C)c(C2=NNC(=O)CC2)c1	i	-1.3
O=C(Nc1ccccc1)/C(=C\c1ccc2c(c1)OCO2)NC(=O)c1ccco1	i	-1.4
Cc1ccccc1C(=O)NC1CC2CCCC(C1)N2Cc1ccccc1 (stereo unspecified)	i	-0.07
O=C(Nc1nnc(CCN2CCCCC2)s1)C1CCCCC1	i	0.05
COc1ccccc1NC(=O)NCCN1CCNC1=O	i	0.61
Cc1cccc(OCC(=O)NC2CCCc3ccccc32)c1C (stereo unspecified)	i	0.94
Cc1cccc(C)c1OCc1cc(C(=O)N2CC3C[C@@H]4CC2C[C@H](C3)C4)no1	i	0.79
O=CN1CCN(C(=O)c2ccc(Br)o2)CC1	i	-0.27
COc1ccc(S(=O)(=O)Nc2cc(C)c(O)cc2C(C)C)cc1	i	-2.9
O=C(/C=C/Nc1ccc(F)cc1)c1cccs1	i	0.01
O=c1[nH]c(=O)n(-c2ccccc2)c2c1C(C(F)(F)F)(C(F)(F)F)N=C(C1CCCCC1)N2	i	0.67
O=C(COc1ccc2ccccc2c1)NNC(=O)[C@@H]1CCCC[C@@H]1C(=O)O	i	0.33
COc1ccc(-n2c(SCC(=O)Nc3sc4c(c3C#N)CCCC4)nnc2-c2ccc(O)cc2)cc1	i	1.5
O=C(Oc1ccccc1-c1nnco1)c1ccc(Cl)cc1	i	0.76
O=C(c1ccc(Cl)cc1)n1c(NCc2ccccc2)n[nH]c1=S	i	-0.24
c1ccc(CSc2nnc(-c3ccco3)n2Cc2ccco2)cc1	i	-1.4
COc1ccc(CCNC(=O)c2cc3c(C)nccc3[nH]c2=O)cc1OC	i	0.49
O=C(Cc1cccs1)Nc1ccccc1F	i	1.4

Entries of single compounds from above.
`O=C(/C=C/Nc1ccc(F)cc1)c1cccs1` is listed with KCNQ2 block = i; Kir21 inh = 0.01
`O=C(c1ccc(Cl)cc1)n1c(NCc2ccccc2)n[nH]c1=S` is listed with KCNQ2 block = i; Kir21 inh = -0.24
`COc1ccccc1NC(=O)NCCN1CCNC1=O` is listed with KCNQ2 block = i; Kir21 inh = 0.61

In another format: 2 of the compounds above
KCNQ2 block,Kir21 inh,canonical_smiles
i,0.61,COc1ccccc1NC(=O)NCCN1CCNC1=O
i,0.01,O=C(/C=C/Nc1ccc(F)cc1)c1cccs1

Additional results.
SMILES	KCNQ2 block	Kir21 inh
COCCNC(=O)C1CC2Cn3c(nc4cc(Cl)c(Cl)cc43)C2N1C (stereo unspecified)	i	-0.91
CC1CN(C(=S)Nc2ccc(Cl)cc2)CC(C)O1 (stereo unspecified)	i	-0.47
NNC(=O)C1=NOC2COC3(CCN(c4ncccn4)CC3)OCC12 (stereo unspecified)	i	-0.01
Cc1cc[n+]2cc(-c3cccc([N+](=O)[O-])c3)c(-c3cccc([N+](=O)[O-])c3)cc2c1	i	-2.3
CCOC(=O)Nc1ccc2c(c1)N(C(=O)CCN1CCN(CCO)CC1)c1ccccc1CC2	i	-1.2
Cc1ccccc1NC(=O)CSc1cn[nH]n1	i	-4.1
CC1CC(N(C(=O)c2ccco2)c2ccccc2)c2ccccc2N1 (stereo unspecified)	i	-1.8
Cc1ccc(-c2cc(C(F)(F)F)n3ncc(C(=O)N4CCCc5ccccc54)c3n2)cc1	i	-1.4
COC(=O)c1ccc(S(=O)(=O)c2ccccc2)c(N)c1	i	0.16
O=c1[nH]c(NCCO)nc2ncn(Cc3ccccc3)c12	i	0.47
Cc1cccc(C(C)C)c1-n1nnnc1-c1ccccc1	i	0.15
Brc1nc(Br)n(Cc2ccccc2)n1	i	2.5
COCc1cc(C)nc2sc(C(=O)N3CCCC3)c(N)c12	i	-0.31
COc1cccc(NC(=O)COc2ncnc3sc(C)c(C)c23)c1	i	-0.66
OC(CN1CCCCC1)CN1CCCCC1	i	1.5

Brought forward from above: three entries, followed by the next part.
SMILES	KCNQ2 block	Kir21 inh
COCc1cc(C)nc2sc(C(=O)N3CCCC3)c(N)c12	i	-0.31
COc1cccc(NC(=O)COc2ncnc3sc(C)c(C)c23)c1	i	-0.66
OC(CN1CCCCC1)CN1CCCCC1	i	1.5
CC(C)CC(=O)N1CCC(O)(CS(=O)(=O)Cc2ccccc2Cl)CC1	i	-0.16
O=C1CCCc2c1nc(-c1cccc(Cl)c1)n2O	i	1.2
CCc1nnc(N/N=C/c2cccs2)n1N	i	-0.88
CCN1CCN(CCC(=O)Nc2ccc(Br)c(C)c2)CC1	i	-0.75
O=C(CN1C(=O)C2C3C=CC(C3)C2C1=O)NCCN1CCCc2ccccc21 (stereo unspecified)	i	0.05
COc1ccc(NC(=O)c2cccc3c2C(=O)N(C2CCCCC2)C3)cc1	i	1.4
Cc1ccc2nc(SCC(=O)Nc3cc(C)on3)[nH]c2c1	i	-0.6
CCCS(=O)(=O)N1CCn2c(nc3ccccc32)C1	i	-0.1
Cc1cc(SCc2c(F)cccc2Cl)nc(=O)[nH]1	i	0.03
O=C(/C=C/Nc1ccc(F)cc1)c1ccc(Br)cc1	i	0.87
Cc1nonc1C(=O)N/N=C/c1cccc(O)c1	i	0.81
Cn1cc(/C=N\O)nc2c(=O)n(-c3ccccc3)c(=O)nc1-2	i	-0.54
Cc1ccc2c(c1)N=C(c1ccc(F)cc1)CO2	i	-0.15
COc1ccc(CN(CC(=O)NCc2ccc(F)cc2)C(=O)CCC(=O)Nc2nccs2)cc1	i	-0.37
CS(=O)(=O)N(CC(=O)N1CCN(Cc2ccccc2)CC1)c1cccc(Cl)c1	i	1.6
Cc1ccc2nc(NC(=O)CS(=O)(=O)Cc3ccccc3)sc2c1	i	0.06
CC(=O)c1c(C)[nH]c(C(=O)OCC(=O)NCC(C)C)c1C	i	0.81
CC(C)c1ccc(/C=C/C(=O)n2nnc3ccccc32)cc1	-6.2*	0
CCOc1ccc(-n2c(SCC(=O)Nc3cc(OC)c([N+](=O)[O-])cc3C)nc3ccccc32)cc1	i	1.1
CN1/C(=C\P(=O)(N(C)C)N(C)C)C(C)(C)c2ccccc21	i	-0.31
CCCCNC(=O)Nc1cc(C(F)(F)F)c[nH]c1=O	i	-0.5
O=C(Nc1ccc(Cc2ccncc2)cc1)c1cc(F)c(F)cc1Cl	i	-0.12
CC12CCC(C(=O)Nc3ccc(SC(F)F)cc3)(CC1=O)C2(C)C (stereo unspecified)	i	1.1
CC(C)CN(CC(C)C)C(=O)CN1C(=O)NC2(CCCc3ccccc32)C1=O (stereo unspecified)	i	-0.43
Cc1ccc(NC(=S)NNC(=O)c2c(Cl)c(C)nn2C)cc1	i	0.35
COC(=O)CSCc1nc2ccccc2[nH]c1=O	i	-0.04
CCOC(=O)c1sc(N(Cc2ccccc2)C(=O)COC(=O)c2cnccn2)nc1C	i	0.98
CN(CCOC(=O)c1ccc2c(c1)OCO2)C(C)(C)C	i	1.4
CC(=O)c1cccc(NC(=O)c2cccc(S(=O)(=O)N(C)C)c2)c1	i	-1.7
CCOc1ccccc1N1CCN(S(=O)(=O)c2cc(C)ccc2OC)CC1	i	-0.94
CCC(=O)c1ccc(N2CCN(C(=O)COc3ccccc3F)CC2)c(F)c1	i	2.1
CCn1nc(C(=O)OCC(=O)c2cc(C)n(Cc3cccs3)c2C)c2ccccc2c1=O	i	-0.1
CC1CCc2c(sc(N)c2C(N)=O)C1 (stereo unspecified)	i	0.95
CC(=O)N(/C=C1\SC(=S)N(c2ccccc2)C1=O)c1ccccc1	i	1.4
COC(=O)CCC(=O)N1CN2CN(C(=O)CCC(=O)OC)CC([N+](=O)[O-])(C2)C1	i	-1.1
COc1ccc(CCNC(=O)c2cc(Cl)nc3ccccc23)cc1	i	0.1
CC1CCN(c2ccccc2NC(=S)NC(=O)c2cccs2)CC1	i	-0.02
COC(=O)Nc1nnc(-c2ccccc2OC)s1	i	2.2
Cc1cc(C)c(NC(=O)C(C)N2CCCCCC2)c(C)c1 (stereo unspecified)	i	-0.25
Cc1ccc(CNC(=O)CCS(=O)(=O)c2ccc3nc(C)sc3c2)cc1	i	1.9
CN(C)c1nc(NN)nc(Nc2ccc(F)cc2)n1	i	-1.1
CCC(=O)Nc1nnc(SCc2ccccc2F)s1	i	-0.12
COc1ccc(-c2nnc(SCC(=O)NCc3cccs3)n2CC(C)C)cc1	i	0
COC(=O)COc1cccc(NC(=O)c2ccc(Cl)cc2)c1	i	-0.6
Cc1ccccc1OCc1nnc(SCC(=O)Nc2ccc3nc(SCC(=O)Nc4ccccc4)sc3c2)n1C	i	-1.6
COc1ccc2[nH]c(=O)c(CN(C(=O)NC3CCCCC3)C3CCCCC3)cc2c1	i	-0.27
O=C(COc1ccc(Br)cc1)NCCNC(=O)c1ccccn1	i	1.6
S=C(NCC1CCCO1)Nc1cccc2ccccc12 (stereo unspecified)	i	-0.5
CC12CCC(C/C1=N/OC(=O)c1cccc([N+](=O)[O-])c1)C2(C)C (stereo unspecified)	i	-0.27
NC(=O)C1CCN(Cc2nc3cc(Cl)ccc3c(=O)[nH]2)CC1	i	0.53
CCCOc1ccc(-c2nc(SCc3ccccc3)[nH]c(=O)c2C#N)cc1OC	i	0.36
O=[N+]([O-])c1ccc(Oc2ccc(S(=O)(=O)N3CCCCC3)cc2)cc1	i	-0.5
CS(=O)(=O)N1CCC(C(=O)NCc2ccco2)CC1	i	-0.18
CCCCCCCCCC(=O)NNC(=O)c1c(O)c2ccccc2n(CCC)c1=O	i	0.08
CC(=O)N1CCC2(CC1)NC(=O)N(c1ccccc1)N2	i	0.18
CCC(NC(=O)COC(=O)C1CC2CCCC(C1)C2=O)c1ccc(Br)cc1 (stereo unspecified)	i	1.5
Cc1ccc(-n2c(=O)c3c4c(sc3n3c(=S)[nH]nc23)CCC4)cc1	i	-0.82
COc1ccc(CC(=O)NNC(=O)c2ccc(SCc3cc(F)ccc3F)c([N+](=O)[O-])c2)cc1	i	-0.72
Cn1nc(OCc2ccccc2)ccc1=O	i	-0.45
Cc1ccc(NC(=O)c2ccc3c(c2)[nH]c(=O)n3C(C)C)cc1	i	-0.93
Next section.
SMILES	KCNQ2 block	Kir21 inh
Cn1c(N)c(C(=O)COC(=O)/C=C/c2ccc(S(=O)(=O)N3CCOCC3)cc2)c(=O)n(C)c1=O	i	-1.1
CC(=O)Oc1ccc(-c2nc(-c3cccnc3)no2)cc1	i	2.5
O=C(C1=C(O)C(=O)N(CC2CCCO2)C1c1ccc(Cl)cc1Cl)c1ccco1 (stereo unspecified)	i	1.1
N#Cc1ccccc1S(=O)(=O)N1CCN(CC(O)COc2ccccc2F)CC1 (stereo unspecified)	i	-0.11
